TDP1 cell noCPT: qHTS for Inhibitors of human tyrosyl-DNA phosphodiesterase 1 (TDP1): qHTS in cells in absence of CPT; DT40 Tdp1-/- hTDP1 cells, no CPT, ATP luminescence, 48 h; Potency, µM (top dose mostly 46.2 µM), for the others: at the top dose activity change, negative = growth inhibition, hits mostly inhibitors; 15% of 420,000 active; AID 686978, 2013; further: nearly all actives have a fitted effect of over 55% in size
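DT40 Tdp1-/-;hTDP1 cells, no CPT (DMSO vehicle only), 400 cells/well; compounds pin-transferred; ≥48 hr, 37 °C; CellTiter-Glo 30 min RT dark, luminescence read.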
KAT2A inh: GCN5L2 (KAT2A) acetyltransferase inhibition. 0.21% of 390,000 active. Potency, µM (doses to about 58.9 µM), without a hit: at the highest dose activity change, negative = inhibition, most hits filed as inhibitors. Q92830. GCN5L2 HAT assay, ThioGlo1 CoA-SH fluorescence
Target sequence (Q92830 whole entry, looked up): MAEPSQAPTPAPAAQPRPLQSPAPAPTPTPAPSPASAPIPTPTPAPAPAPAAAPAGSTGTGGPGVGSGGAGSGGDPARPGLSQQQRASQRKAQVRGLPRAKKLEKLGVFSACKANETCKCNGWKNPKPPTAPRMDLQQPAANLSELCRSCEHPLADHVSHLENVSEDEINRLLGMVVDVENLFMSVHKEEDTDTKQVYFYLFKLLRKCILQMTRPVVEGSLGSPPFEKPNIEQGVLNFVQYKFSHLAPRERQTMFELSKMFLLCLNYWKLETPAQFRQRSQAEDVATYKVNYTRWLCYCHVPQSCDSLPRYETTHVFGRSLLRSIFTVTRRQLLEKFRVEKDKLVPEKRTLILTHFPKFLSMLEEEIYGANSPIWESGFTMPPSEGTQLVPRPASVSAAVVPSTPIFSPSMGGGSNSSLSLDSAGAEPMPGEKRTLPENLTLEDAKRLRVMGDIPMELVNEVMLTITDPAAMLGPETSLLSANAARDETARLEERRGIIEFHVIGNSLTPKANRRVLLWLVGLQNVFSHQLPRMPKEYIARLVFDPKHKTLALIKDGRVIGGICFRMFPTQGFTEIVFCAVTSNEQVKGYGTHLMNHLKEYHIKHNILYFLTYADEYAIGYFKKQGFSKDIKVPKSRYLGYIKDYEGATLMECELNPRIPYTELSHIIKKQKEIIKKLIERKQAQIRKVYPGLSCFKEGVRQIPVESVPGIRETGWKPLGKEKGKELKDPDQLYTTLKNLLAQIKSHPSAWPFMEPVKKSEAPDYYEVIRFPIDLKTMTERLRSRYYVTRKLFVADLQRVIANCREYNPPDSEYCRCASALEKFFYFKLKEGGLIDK
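GCN5L2 (20nM final) in 50mM HEPES, 0.1mM EDTA pH 7.5, 0.01% Tween-20 was preincubated 15 min at room temperature with compound, then given ThioGlo1 (50uM), H3(1-25) peptide (75uM) and acetyl-CoA (70uM); CoA-thiol fluorescence (Ex340/Em540) was read at 0 and 20 min.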
TDP1 cell CPT: growth inhibition of DT40 Tdp1-/-;hTDP1 cells with camptothecin (screen for TDP1 inhibitors); chicken DT40 Tdp1-/-;hTDP1 cells + 20 nM CPT, ATP luminescence, 48 h; Potency, µM (titrated, usually from 46.2 µM), inactives show at the top dose activity change, negative = growth inhibition, actives largely listed as inhibitors; 12% of 420,000 active; further: nearly all actives have a fitted effect of over 55% in size
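Chicken DT40 Tdp1-/- cells stably complemented with human TDP1 were seeded at 400 cells/well in medium containing 20 nM camptothecin, exposed to pin-transferred compounds, and grown at 37 °C for at least 48 hr. Viability was read as ATP luminescence.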
Active calls of the source: *; ? = inconclusive; · = no result given; & = joins results of further samples; [ ] = remark or other dose. The call rests on the fitted dose curve; in most records, active means well fitted curve in the direction sought with a large enough effect; inconclusive means small, poorly fitted or top-dose-only effect, or another doubt; inactive means no such curve, though single readings can be large; an effect the other way counts as inactive or inconclusive. On the % scale 0 is the no-effect control and ±100 the full control effect; potency means the concentration at half of the fitted maximal effect. Some of the compounds tested; count on the stated rates, not on these rows.

structure | KAT2A inh | TDP1 cell CPT | TDP1 cell noCPT
CCCN(c1nc(C)cc(OC)n1)S(=O)(=O)c1ccccc1 | -20% | -6% | -2%
CC(C)NC(=O)Cn1nc(C(F)(F)F)c2c1CCC2 | -3% | -7% | -4%
COc1ccccc1Cn1cc(C(=O)c2ccccc2)c(=O)c2cc(OC)c(OC)cc21 | -3% | ? | ?
O=C(CNC(=O)c1cccc(F)c1)NC1CC1 | -4% | -2% | -3%
OCc1cccc[n+]1Cc1ccccc1 | · | 4% | 0%
O=C(COc1ccc(S(=O)(=O)NC2CCCCC2)cc1)NC1CCCCC1 | -8% | -22% | ?
CCCOc1ccc2c3c(c(=O)oc2c1OCCC)CCCC3 | -12% | ? | ?
CCOC(=O)c1cnc2ccc(OCC)cc2c1NCc1ccccc1 | -7% | 5.8µM* | 6.5µM*
Cc1ccc2c(c1)N(CC(=O)Nc1ccccc1F)C(=O)CO2 | 0% | -11% | 18%
CC(Nc1ccc(Br)cn1)c1cc(Cl)ccc1O (centres undefined) | 3% | ? | ?
N/C(=N\OC(=O)c1ccccc1Cl)c1cccc([N+](=O)[O-])c1 | -7% | -7% | ?
Cc1ccc(C)c(NC(=O)COC(=O)c2c(C)nn(-c3ccccc3)c2C)c1 | -3% | ? | -22%
O=C(CCCCCCCC(=O)N1CCCC1)N1CCCC1 | · | 1% | -20%
Cc1c(NC(=O)COC(=O)CCc2c[nH]c3ccccc23)c(=O)n(-c2ccccc2)n1C | 0% | 12% | -3%
CCCCNCC1CCCO1 (centres undefined) | -5% | ? | ?

Following part
structure | KAT2A inh | TDP1 cell CPT | TDP1 cell noCPT
COc1ccc(NC(=O)CSCc2ccc(C)cc2)cc1 | -6% | ? | ?
CCOC(=O)c1ccc(S(=O)(=O)N2CCN(C)CC2)cc1 | 3.5µM* | 3% | -2%
CCOc1cc(N2CCOCC2)c(OCC)cc1NC(=O)CN1CCC(Cc2ccccc2)CC1 | 4% | 23µM* | ?
CCOc1cc(C(=O)Nc2cc(C)ccc2C)ccc1OCC(=O)N1CCCCC1 | 0% | ? | ?
Cc1ccc(-n2c(=O)c3sccc3n(CC(=O)NC3CCCC3)c2=O)cc1 | 1% | -15% | ?
CCOc1ccc(N2C(=O)CSC2=S)cc1 | 0% | -13% | -26%
COc1ccccc1N(CC(=O)Nc1ccc2c(c1)OCO2)S(=O)(=O)c1ccccc1 | 2% | ? | 13µM*
CCc1ccc(-n2nnnc2SCC(=O)NNC(=O)c2ccco2)cc1 | -3% | -18% | -26%
COc1ccc(-c2cc(=O)c3ccccc3s2)cc1 | -12% | ? | ?
CCN(CC(=O)Nc1c(F)cccc1F)C(=O)c1cccn1C | · | -2% | 9%
CCC[C@@H](CN1CCC[C@H]1CN1C(N)=NC[C@@H]1Cc1ccccc1)N1C[C@@H](Cc2ccccc2)N(CCCC2CCCC2)C1=N | -2% | ? | ?
Cc1nc2c(=O)n(-c3ccc(F)c(Cl)c3)nc(C)c2s1 | -3% | 3% | -11%
COc1cc(NC(=O)C2CSC3(C)CCC(=O)N23)c(OC)cc1Cl (centres undefined) | -1% | 8% | 6%
C[C@H](CO)N1C[C@H](C)[C@@H](CN(C)S(=O)(=O)c2cccs2)Oc2c(NC(=O)CCC(F)(F)F)cccc2C1=O | 0% | -26% | -8%
CCc1cccc(OCCOCCN2CCCC2)c1 | -4% | -10% | -2%

(further entries)
structure | KAT2A inh | TDP1 cell CPT | TDP1 cell noCPT
Cc1cccc(N=Nc2c(C)nn(-c3ccccc3)c2N)c1C | -11% | ? | ?
O=C(NCc1ccccc1)C1CCC(CNS(=O)(=O)c2cccs2)CC1 (centres undefined) | -14% | 8% | -11%
COc1ccccc1NC(=O)CSc1nc(=O)n2cc(C)ccc2n1 | -1% | 7% | -6%
C=CCNC(=S)Nc1cccc2[nH]ncc12 | -3% | -2% | -3%
Cc1ccc(NS(=O)(=O)c2c(C)[nH]c(C)c2C(=O)N2CCCCC2)cc1F | -18% | ? | -4%
CN1C(=O)C(CC(N)=O)N(NC(=O)c2ccc(Cl)cc2)C1=S (centres undefined) | -2% | 0% | -3%
Cc1nc2c(O)cccc2cc1CO | 16% | -4% | 4%
Cc1ccc(CN2CCN(CC(=O)N/N=C/c3ccccc3F)CC2)cc1 | -2% | -1% | 1%
Cc1cc(=O)c(C(=O)Nc2ccc(N3CCOCC3)cc2N2CCOCC2)nn1-c1ccccc1Cl | -7% | -22% | ?
CC(C)(C)NC(=O)C(=O)NNC(=O)c1ccccc1 | 2% | 9% | -2%
O=C(c1cc2ccccc2o1)N1CCN(S(=O)(=O)c2ccc(Cl)s2)CC1 | -1% | 18µM* | 15µM*
CC(=O)c1ccc(N2CCN(CN3C(=O)CC4(CCCC4)C3=O)CC2)c(F)c1 | -19% | -6% | -4%
COc1ccccc1OCCCSc1nc(-c2ccc(C(C)(C)C)cc2)nc2cc(=O)[nH]n12 | -14% | -100% | ?
CCN(CC)C(=O)c1ncn(Cc2ccccc2)c1C(=O)N(CC)CC | -7% | 10% | 21%
CNC(=S)N1CCC(n2cnc3ccccc32)CC1 | 1% | 9% | 3%

Additional entries
structure | KAT2A inh | TDP1 cell CPT | TDP1 cell noCPT
O=c1cc(-c2ccccc2Cl)oc2c([N+](=O)[O-])c(O)cc(O)c12 | -12%[88.6 µM] | 23µM* | 26µM*
CC1(Cc2cc(Cl)ccc2C(F)(F)F)C(=O)Nc2c(Cl)cccc21 (centres undefined) | · | ? | 13µM*
Cc1nc(NC(=O)CN2CCC(O)(c3ccc(F)cc3)CC2)sc1C | -3% | -28% | -16%
Cc1noc(NS(=O)(=O)c2ccc(NC(=O)c3cccc(S(=O)(=O)Nc4ccccc4F)c3)cc2)c1C | -19% | 15% | 8%
Cc1ccc(-c2cc(C(=O)N/N=C/c3c(C)nn(C)c3C)c3ccccc3n2)cc1C | -11% | 12µM* | 10µM*
COc1ccc(CCC(=O)NCc2cnn(C)c2)cc1 | -1% | -22% | -8%
O=C(N/N=C1\CC2CC=CC12)c1ccccc1Cl (centres undefined) | -1% | 12% | -7%
Cc1ccc(OCC(=O)N2CCc3ccccc3C2)c([N+](=O)[O-])n1 | 1% | 3% | 14%
CCCCn1c(N)c(N(CCC(C)C)C(=O)CCCc2nc3ccccc3s2)c(=O)[nH]c1=O | -3% | 0% | 3%
COCCn1c(-c2ccc(SC)cc2)nc2c1c(=O)[nH]c(=O)n2CC(C)C | 0% | -14% | -26%
Cc1cccc(Oc2ncnc3onc(C)c23)c1C | -12% | -11% | -23%
CNc1nc(SCc2ccccc2Cl)nc2c1CCCC2 | -9% | ? | ?
COC(=O)c1ccc(/C=C/C(=O)OCC(=O)NCc2cccs2)cc1 | -1% | ? | -6%
CCc1cccc(C)c1Nc1c(-c2cccs2)nc2nc(C)cc(C)n12 | -3% | ? | ?
CC1CC1C(=O)Nc1nc(-c2ccccc2)cs1 (centres undefined) | -11% | 5.2µM* | 5.8µM*

Following part.
structure | KAT2A inh | TDP1 cell CPT | TDP1 cell noCPT
COc1ccc(S(=O)(=O)N2CCCC2C(=O)Nc2nc3c(s2)CCCC3)cc1 (centres undefined) | -2% | 4% | ?
Cc1ccc(-c2nnn3c2nc(NC(C)C)c2ccccc23)cc1 | -8% | ? | ?
CC(=O)Nc1ccc(C(=O)COC(=O)c2cccs2)c(F)c1 | 0% | 7% | 9%
CCN(CC(=O)NCc1ccc(Cl)cc1)C(=O)CSCC(=O)Nc1ccc(C)cc1 | -18% | -15% | -19%
Cc1nc2c(C(=O)N(C)Cc3ccccc3)c[nH]n2c(=O)c1Cc1ccc(Cl)cc1 | 15% | 18µM* | ?
CCN(N)C(=S)Nc1ccc(F)cc1 | -4% | 12% | -2%
O=C(NCC(c1ccco1)N1CCCCC1)c1cccnc1 (centres undefined) | -11% | 9% | -11%
CCOCC(=O)Nc1c(C(=O)Nc2ccc3c(c2)OCCO3)oc2ccccc12 | -7% | ? | 8.2µM*
CN(C)CCCN(C(=O)COc1ccccc1)c1nc2cc3c(cc2s1)OCCO3 | -5% | -7% | -30%
COc1ccc(CNCc2cc(C)c(OC)cc2C)c(OC)c1 | -4% | 15µM* | 12µM*
CCc1ccccc1NC(=O)c1ccc(F)c(S(=O)(=O)N2CCN(c3cccc(Cl)c3)CC2)c1 | 4% | ? | ?
Cc1cc(Cl)ccc1NC(=O)CSc1nc2c(c(=O)[nH]1)CCC2 | -1% | -13% | -17%
CC(C)[C@H]1CN(C)CCN1Cc1cn(C)nc1-c1cccc(Cl)c1 | -6% | 4% | -9%
Cc1ccc(S(=O)(=O)CC(=O)Nc2ccc(S(=O)(=O)Nc3onc(C)c3C)cc2)cc1 | -1% | 5% | -1%
Cc1cccc2c1-c1sc(C(=O)NCc3ccccc3Cl)cc1CO2 | -7% | 16µM* | 26µM*

Remaining list, next part:
structure | KAT2A inh | TDP1 cell CPT | TDP1 cell noCPT
O=S(=O)([N-]c1nc2ccccc2nc1-[n+]1ccc(-c2ccncc2)cc1)c1ccccc1 | 1% | 10% | 12%
O=c1c(Cl)c(NCc2ccc(F)cc2)cnn1C12CC3CC(CC(C3)C1)C2 | -7% | 16µM* | 16µM*
Fc1ccc(CNc2ccn3nc(-c4ccccc4)cc3n2)cc1 | · | ? | ?
CCOc1ccc2nc(NC(=O)c3cccc(N4C(=O)CCC4=O)c3)sc2c1 | · | -20% | ?
CN(C)CCN=Cc1c(O)n(-c2ccc(S(=O)(=O)N3CCOCC3)cc2)c(=O)c2ccccc12 | -5% | -3% | -13%
Cc1nn(-c2ccccc2)c(-n2cccc2)c1C(=O)N1CCN(c2ccccc2)CC1 | 0% | ? | 23µM*
CCOc1ccccc1NS(=O)(=O)c1ccc2c(c1)CC(C)N2C(=O)C1CC1 (centres undefined) | -8% | ? | 15µM*
CC1CCCC(NC(=O)CCCn2ncn3c(cc4occc43)c2=O)C1C (centres undefined) | -8% | -4% | 0%
Cc1ccc(NC(=O)COC(=O)C2CCN(c3ccc(C(F)(F)F)cn3)CC2)cc1C | -19% | 0% | -16%
NC(=O)C1CCN(C(c2ccccc2)c2nnnn2C2CCCC2)CC1 (centres undefined) | 0% | 8% | -15%
CCCNC(=O)CCc1c(C)nc2nc(-c3cc(OC)cc(OC)c3)nn2c1C | -1%&-1% | -5%&-23% | ?
Cc1ccc(C23CC4CC(CC(C(=O)N5CCN(C)CC5)(C4)C2)C3)cc1 | -2% | ? | ?
CC(=O)C1C(c2cccc(F)c2)NC(=O)NC1(O)C(F)(F)F (centres undefined) | -2% | ? | ?
CCN(CC)S(=O)(=O)c1ccc(OC)c(NC(=O)c2ccc(=O)[nH]c2)c1 | -7% | -12% | -22%
Cc1c(NC(=O)c2cccc(NC(=O)c3ccco3)c2)cccc1C(=O)O | 0% | -5% | -9%

(continued)
structure | KAT2A inh | TDP1 cell CPT | TDP1 cell noCPT
CCNC(=O)C1CCCN(C(=O)c2cnc3ccccc3n2)CC1 (centres undefined) | · | 12% | -7%
CCN(CCCNC(=O)c1cc2c(=O)[nH]c3ccccc3c2s1)c1ccccc1 | -4% | ? | ?
COc1ccc(N(C)S(=O)(=O)c2ccc3c(c2)NC(=O)CC(=O)N3)c(OC)c1 | -17% | -2% | 19%
CCN(CC)C(=O)C1CC(=O)N(c2ccc(OC)cc2)C1c1ccc(OC)cc1 (centres undefined) | 0% | -19% | -26%
O=C1c2ccccc2-n2c1nc1ccccc1c2=O | 43%&-1%[activator] | 1.3µM* | 1.3µM*
O=C(COc1cccnc1[N+](=O)[O-])N1CCc2ccccc21 | 0% | -12% | -2%
Cc1nnc(SCC(=O)NNC(=O)c2ccccc2)n1N | -3% | -2% | 3%

A second format for part of the listing above:
CCN(CC)C(=O)C1CC(=O)N(c2ccc(OC)cc2)C1c1ccc(OC)cc1 (centres undefined)
  KAT2A inh = 0%	TDP1 cell CPT = -19%	TDP1 cell noCPT = -26%

O=C1c2ccccc2-n2c1nc1ccccc1c2=O
  KAT2A inh = 43%&-1%[activator]	TDP1 cell CPT = 1.3µM*	TDP1 cell noCPT = 1.3µM*

O=C(COc1cccnc1[N+](=O)[O-])N1CCc2ccccc21
  KAT2A inh = 0%	TDP1 cell CPT = -12%	TDP1 cell noCPT = -2%

Cc1nnc(SCC(=O)NNC(=O)c2ccccc2)n1N
  KAT2A inh = -3%	TDP1 cell CPT = -2%	TDP1 cell noCPT = 3%

From PubChem BioAssay
